tim10-1 inh – tim10-1 yeast growth inhibition; 330,000 tested, 2.2% active; inhibition, % at 20 µM; AID 463190; S. cerevisiae tim10-1 ts strain growth, BacTiter-Glo, 24 h;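 active means inhibition of at least 40%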;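 further: mutant grown at 25 °C; 0% = DMSO wells with yeast and 100% = wells holding no yeast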
NALP3 yeast inh – blocks the NALP3 inflammasome reconstituted in yeast. Yeast reconstituted NLRP3/ASC/caspase-1, beta-gal luminescence, 24 h. inhibition, % at 10 µM. 330,000 tested, 0.39% active. AID 2825;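 active means inhibition of 50% or more; inactive means inhibition below 50%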;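 further: plate controls were induced DMSO wells for no effect and uninduced yeast grown without galactose for full effect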
MPTP inh – inhibitors of mitochondrial permeability transition pore | isolated mouse mitochondria, Ca2+ swelling absorbance, 30 min | inhibition, % at 10 µM | 360,000 tested, 1.4% active;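 active means inhibition of 50% or more, scaled per plate between neutral and stimulator controls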;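 further: 0% = DMSO wells given calcium and 100% = 1 mM EGTA wells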
APJ ag – agonists of human APJ apelin receptor; P35414; AID 2520; 330,000 tested, 0.11% active; CHO-K1 APJ PathHunter beta-arrestin, luminescence; 0% DMSO wells, 100% apelin; activation, % at 20 µM;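 active means activation more than six SD over the plate average, tested at 20 µM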;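 further: 0% = DMSO alone and 100% = apelin-13 at 10 nM; some results filed as inactive read as strong as hits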
Target sequence (P35414 whole entry, looked up): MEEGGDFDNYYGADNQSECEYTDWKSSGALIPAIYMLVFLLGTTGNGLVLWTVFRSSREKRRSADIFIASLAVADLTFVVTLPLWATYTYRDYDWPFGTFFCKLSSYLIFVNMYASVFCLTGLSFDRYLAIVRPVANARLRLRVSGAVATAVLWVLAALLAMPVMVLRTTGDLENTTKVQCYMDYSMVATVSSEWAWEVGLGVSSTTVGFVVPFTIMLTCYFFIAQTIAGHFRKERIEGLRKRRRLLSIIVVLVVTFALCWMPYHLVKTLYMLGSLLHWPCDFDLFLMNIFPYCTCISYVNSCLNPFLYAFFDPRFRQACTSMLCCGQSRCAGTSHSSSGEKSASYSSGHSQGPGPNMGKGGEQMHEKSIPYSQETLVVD
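assay system = CHO-K1 APJ beta-arrestin complementation cell line | input = cell density 1000 per well | dosing = compound 20 µM once, DMSO 1% | timing = compound 90 min 25 °C, reagent 1 h | measured by = luminescence from split beta-galactosidase complementation, Galacton Star/Emerald II substrate | read-out basis = APJ agonist activity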
MIN6 prolif – inducers of beta-cell replication in MIN6 cells | MIN6 cells proliferation, ATPlite luminescence, 48 h; cells starved in 0.2% serum; 100% = growth in 10% serum | proliferation, % at 10 µM | 330,000 tested, 0.29% active;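 active means compounds whose signal lies at least 3.5 SD above the mean of all wells on their plate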;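 further: 0% = DMSO-treated cells in low-serum medium and 100% = 10% serum control; some compounds called inactive have numbers as strong as hits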
tim23-1 inh – growth inhibitors of tim23-1 mutant yeast | S. cerevisiae tim23-1 growth, BacTiter-Glo luminescence, 24 h | inhibition, % at 20 µM | 330,000 tested, 1.3% active | AID 463212;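 active means growth inhibition of the mutant yeast at or above 50%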;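 further: temperature-sensitive mutant grown at 25 °C; plate controls were DMSO-treated mutant yeast for no effect and medium wells lacking yeast for full effect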
APJ antag – antagonists of human APJ apelin receptor. P35414. CHO-K1 APJ beta-arrestin complementation, luminescence. inhibition, % at 20 µM. 330,000 tested, 0.32% active;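 active means inhibition above about 40% at 20 µM, limit read from the data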;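 further: cells challenged with 10 nM apelin-13 agonist together with compound; plate controls were apelin-13 plus DMSO wells for no effect and DMSO wells lacking apelin-13 for full effect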
GRIN3A LBD mod – modulators (binders) of human NR3A ligand-binding domain. Tm shift relative to glycine control, % at 25 µM. AID 1259313. 340,000 tested, 2.5% active. NR3A LBD differential scanning fluorimetry, Tm shift; 0% = protein alone, 100% = glycine-bound protein;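 active means melting temperature shift of at least 10% of the positive control shift, at one fixed dose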
TIM10 inh – inhibits growth of TIM10 yeast strain; inhibition, % at 10 µM; S. cerevisiae TIM10 strain growth, BacTiter-Glo luminescence, 24 h; 330,000 tested, 1.4% active;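 active means inhibition of 40% or more at the single tested concentration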;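 further: wild-type TIM10 isogenic control strain grown at permissive 25 °C; 0% = DMSO yeast wells and 100% = minimal medium wells without yeast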
Numbers without * were called inactive; / = no result given.

Structure,tim10-1 inh,NALP3 yeast inh,MPTP inh,APJ ag,MIN6 prolif,tim23-1 inh,APJ antag,GRIN3A LBD mod,TIM10 inh
COc1ccc(CCN2C(=O)c3cccc4c(C(=O)N5CCCCC5)ccc(c34)C2=O)cc1OC,17,9,4.7,3,-2,15,-11,-2,23
CCCC(C)NC(=O)c1ccc(C2SCC(=O)N2Cc2ccco2)cc1 (stereo not given),35,7,1.0,-1,-4,22,-43,-1,2
CC1CCN(C(=O)/C(=C\c2cccs2)NC(=O)c2ccccc2)CC1,21,16,-1.3,-5,-3,40,11,-3,22
CC(C)(C)c1[nH]nc2c1C(c1ccccc1OC(=O)N1CCOCC1)C(C#N)=C(N)O2 (stereo not given),-15,18,-1.9,3,1,-9,-14,-3,1
Cc1c(NC(=S)NC(=O)c2ccco2)cccc1-c1nc2ncccc2o1,14,18,0.2,-4,-3,-28,15,-2,-8
Cc1nn(C)c(C)c1S(=O)(=O)N1CCCC(C(=O)NC2CCCCCC2)C1 (stereo not given),6,5,-1.2,-2,0,-10,-5,0,12
CCCCNC(=O)CCCN1C(=O)c2cccnc2Sc2ccccc21,0,-1,-1.6,0,1,-4,-1,5,-14
COc1cc(/C=N/NC(=O)c2ccc(C)nc2)cc([N+](=O)[O-])c1O,2,-45,-0.2,-4,1,6,15,3,-5
CCSc1nnc(NC(=O)c2cccc(OCc3c(C)noc3C)c2)s1,40,7,1.3,-8,-1,6,3,-13,11
CCCNC(=S)N1CCCC(c2nc3ccccc3[nH]2)C1 (stereo not given),6,28,-1.5,-1,-2,12,7,-2,10
COC(=O)N/N=C(\C)c1ccc(OC(F)F)cc1,2,1,0.1,-4,-2,15,3,0,5
Cc1cc(S(=O)(=O)Nc2cccnc2)c(C)s1,11,11,-2.4,-1,0,13,8,-1,9
COc1ccc(/C=C(/NC(=O)c2ccccc2Cl)C(=O)NCCCC(=O)O)cc1,14,-6,-1.1,-3,-1,12,-48,-2,-4
CCOC(=O)c1cc(-c2ccccc2)sc1NC(=O)C(C)Sc1nnc(N)s1 (stereo not given),-16,-1,4.1,0,-6,16,-4,4,-30
CC(C)NS(=O)(=O)c1ccc(NC(=O)C(C)OC(=O)CCC2CCCCC2)cc1 (stereo not given),24,8,-1.8,2,7,28,-13,0,16
Cc1cc(C)cc(N2C(=O)CN(Cc3sccc3C)C2=S)c1,15,15,0.5,0,0,34,8,7,16
CCC(C)/C(C)=N/NC(=O)CNS(=O)(=O)c1ccc([N+](=O)[O-])cc1 (stereo not given),-6,10,0.4,0,-5,1,-25,0,11
COc1ccc(C(=O)OC/C(O)=C(\C#N)c2nc3ccccc3[nH]2)cc1S(=O)(=O)N1CCOCC1,17,6,0.8,4,0,16,-13,-3,-4
COC(=O)C1=C(CSc2nccn2C)NC(=O)NC1c1cc(C)ccc1C (stereo not given),20,5,-0.7,-5,-2,-1,-2,-1,-1
CCCC1C2C(=O)N(c3cccc(C)c3)C(=O)C2ON1c1ccccc1 (stereo not given),12,-1,1.5,-1,-3,25,19,-1,17
CSc1nccn1CC(=O)Nc1ccc(F)cc1,9,9,0.1,-5,-4,7,23,4,3
CC(O)C(=O)N/N=C/c1ccccc1C(=O)O (stereo not given),-7,-8,-1.1,0,-1,-3,10,-1,11
O=C(Nc1ccc(Cl)cc1)ON=C1CCCC1,43*,14,4.1,0,0,64*,15,-5,82*
CC(C)=CCc1c(-c2ccc(O)cc2O)oc2c3c(cc(O)c2c1=O)OC(C)(C)C=C3,26,7,/,2,-6,39,-92,27*,16
COc1cc(OC)cc(C(=O)N2CCN(Cc3ccccc3Br)CC2)c1,26,2,-3.1,-3,0,43,0,-1,31
O=C(Cc1ccccc1[N+](=O)[O-])OCN1C(=O)c2ccccc2C1=O,20,-2,-1.3,4,-1,23,-25,1,7
Cc1cc(C)cc(SCc2noc(C(=O)NC(C)C)c2C(=O)NC(C)C)c1,11,-3,-0.4,-2,-1,7,5,1,-2
Cc1csc(SCC(=O)Nc2ccc(Cl)cn2)n1,8,29,0.4,2,-3,-15,-38,-4,19
O=c1c2c(ncn2C2CCCC2)n(Cc2ccccc2)c(=O)n1CCOc1ccc(Br)cc1,34,8,-3.6,4,-2,25,-6,2,11
COc1ccc(OC)c(S(=O)(=O)N2CCC(C(=O)Nc3cccc(C)c3C)CC2)c1,25,5,-0.4,-3,-1,7,-8,2,-12

TIM10 inh: entries above that show a hit
molecule	NALP3 yeast inh	MPTP inh	APJ ag	APJ antag	GRIN3A LBD mod	TIM10 inh
O=C(Nc1ccc(Cl)cc1)ON=C1CCCC1	14	4.1	0	15	-5	82*

(more compounds)
Structure,tim10-1 inh,NALP3 yeast inh,MPTP inh,APJ ag,MIN6 prolif,tim23-1 inh,APJ antag,GRIN3A LBD mod,TIM10 inh
S=C(NCC1CCCO1)Nc1ccc(Cl)cc1Cl (stereo not given),13,6,0.7,-3,5,18,-7,-7,17
CCNC(=O)CC1C(=O)N(c2cccc(OC)c2)C(=O)N1CCOC (stereo not given),-25,34,0.8,-1,0,-10,-12,-2,-7
CCN(CC)S(=O)(=O)c1cccc(N=Nc2c(O)c3ccccc3oc2=O)c1,7,3,5.7,-6,-2,17,40*,-1,3
O=C(CCc1ccc(S(=O)(=O)NCCc2ccccc2)cc1)Nc1ccc2c(c1)OCO2,28,-1,-1.0,-3,-1,-18,-15,-9,-14
COc1ccc(CNC(=O)C(C)Sc2nc3ccccc3c(=O)n2CCCN2CCOCC2)cc1 (stereo not given),16,4,-0.2,-1,-4,14,11,0,-14
N#Cc1nc(-c2ccccc2)oc1N1CCN(C(=O)c2ccco2)CC1,11,22,0.6,5,0,23,13,-2,-1
CCOc1ccc(S(=O)(=O)N/N=C2/CC(c3ccccc3)Oc3ccccc32)cc1 (stereo not given),19,7,15,-3,-5,19,12,5,19
COc1ccccc1-n1c(CCn2nc(C)c(Br)c2C)n[nH]c1=S,11,31,-0.7,0,0,0,7,1,4
Cc1ccc(S(=O)(=O)N2CCN(C(=O)c3cc4c(s3)CCCC4)CC2)c(C)c1,22,7,-1.5,-3,-6,33,11,0,18
CC(=O)Oc1ccc(-c2csc(Nc3ccc(Cl)cn3)n2)cc1,-38,0,-0.8,-2,-5,-33,-6,32*,-20

3 structures out of the list, sorted by SMILES length, highest first.
Structure,tim10-1 inh,NALP3 yeast inh,MPTP inh,APJ ag,MIN6 prolif,tim23-1 inh,APJ antag,GRIN3A LBD mod,TIM10 inh
O=C(CCc1ccc(S(=O)(=O)NCCc2ccccc2)cc1)Nc1ccc2c(c1)OCO2,28,-1,-1.0,-3,-1,-18,-15,-9,-14
CCN(CC)S(=O)(=O)c1cccc(N=Nc2c(O)c3ccccc3oc2=O)c1,7,3,5.7,-6,-2,17,40*,-1,3
CCNC(=O)CC1C(=O)N(c2cccc(OC)c2)C(=O)N1CCOC (stereo not given),-25,34,0.8,-1,0,-10,-12,-2,-7

Additional structures.
Structure,tim10-1 inh,NALP3 yeast inh,MPTP inh,APJ ag,MIN6 prolif,tim23-1 inh,APJ antag,GRIN3A LBD mod,TIM10 inh
CC(=O)N(C)C1=C(N2CCOCC2)C(=O)c2ccccc2C1=O,21,11,3.9,7,-6,25,-22,-15,25
CC(C)CC1NC(=O)N(Cc2nc3ccccc3s2)C1=O (stereo not given),2,7,1.5,-2,-3,18,5,0,5
O=C(CN1c2ccccc2Sc2ccccc21)N/N=C/c1ccc(Cl)cc1,20,27,-3.1,-2,-4,15,6,11*,-4
COc1ccc(/C(C)=N/OCC(=O)N=Nc2c(O)[nH]c3ccc(Br)cc23)cc1,-4,19,57*,0,-2,-6,17,6,11
COc1cc2[nH]c(-c3cccc(F)c3)cc(=O)c2cc1OC,-14,8,-0.1,-4,-2,-1,14,0,6
O=C(Nc1cccc2ncccc12)c1cc(Br)ccc1Cl,7,16,-1.2,-3,-3,15,-4,0,19
Cc1ccc(-c2ccc(/C=C3\SC(N4CCOCC4)=NC3=O)o2)cc1,37,30,2.9,-5,-4,24,-27,1,13
O=C(NCc1cccc(F)c1)c1cccc2c1C(=O)c1ccc(N3CCOCC3)cc1S2(=O)=O,-3,17,0.3,1,1,-15,9,-2,4
COc1ccc(C(=O)C2CCCN(Cc3ccc4c(c3)OCCO4)C2)cc1F (stereo not given),-24,35,2.1,-6,-2,2,4,-1,7
CCP(=O)(c1ccccc1)C(C)(C)O (stereo not given),-9,13,-0.7,2,-2,3,12,1,-9

Copied from the list.
`CC(C)NS(=O)(=O)c1ccc(NC(=O)C(C)OC(=O)CCC2CCCCC2)cc1` (stereo not given) in MIN6 prolif: 7
`O=C(Nc1cccc2ncccc12)c1cc(Br)ccc1Cl` in TIM10 inh: 19

Six of the entries above in order of their number in APJ antag, descending:
canonical_smiles	NALP3 yeast inh	MPTP inh	APJ ag	APJ antag	GRIN3A LBD mod	TIM10 inh
COc1cc2[nH]c(-c3cccc(F)c3)cc(=O)c2cc1OC	8	-0.1	-4	14	0	6
O=C(NCc1cccc(F)c1)c1cccc2c1C(=O)c1ccc(N3CCOCC3)cc1S2(=O)=O	17	0.3	1	9	-2	4
O=C(CN1c2ccccc2Sc2ccccc21)N/N=C/c1ccc(Cl)cc1	27	-3.1	-2	6	11*	-4
O=C(Nc1cccc2ncccc12)c1cc(Br)ccc1Cl	16	-1.2	-3	-4	0	19
CC(=O)N(C)C1=C(N2CCOCC2)C(=O)c2ccccc2C1=O	11	3.9	7	-22	-15	25
Cc1ccc(-c2ccc(/C=C3\SC(N4CCOCC4)=NC3=O)o2)cc1	30	2.9	-5	-27	1	13

Continuation.
Structure,tim10-1 inh,NALP3 yeast inh,MPTP inh,APJ ag,MIN6 prolif,tim23-1 inh,APJ antag,GRIN3A LBD mod,TIM10 inh
O=C(Nc1ccc(Br)cc1)c1cccc(N2C(=O)C3C4C=CC(C4)C3C2=O)c1 (stereo not given),1,5,-2.3,10,-5,13,6,-10,-9
CN1CCN(c2ccccc2NC(=O)c2ccc(-c3ccc(Cl)c(Cl)c3)o2)CC1,55*,30,1.3,-2,-7,24,-3,-4,38
CC(C)c1ccc2oc(=O)cc(CN3CCN(Cc4ccccc4)CC3)c2c1,17,9,0.4,-2,-4,28,17,-1,24
CCOC(=O)C1CCN(C(=O)c2cccc(N3C(=O)NC4CC3(C)Oc3ccc(C)cc34)c2)CC1 (stereo not given),14,2,-0.6,-6,0,11,-16,-2,5
Cc1nc2ccc(Br)cc2c(=O)n1Cc1cccs1,11,-25,0.2,2,0,28,-8,-3,-12
CCCc1cc(=O)[nH]c2nnc(SCC(=O)Nc3nccs3)n12,0,16,0.0,-6,-1,-1,-39,-1,0

Compound activity deposited in PubChem by Sanford-Burnham Center for Chemical Genomics.

This is a random part of the collection. About 7.2% of those tested had a hit in this group.
